Hep lipid drop – modulators of hepatic lipid droplet formation | AML12 mouse hepatocytes, oleate lipid droplets, BODIPY imaging | inhibition, % at 6.5 µM | 240,000 tested, 0.4% active;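 active = lipid droplet intensity inhibited by at least 50%, with more than 500 cells counted; inconclusive = wells with under 300 cells, treated as cytotoxic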
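Assay system: AML12 mouse liver cells | Compound: 6.5 µM single-point dosing | Schedule: Overnight exposure | Technique: Fluorescence imaging, 20x objective, two fields per well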
Myeloid diff MLP – myeloid differentiation induction; ER-HoxA9 myeloid progenitors, lysozyme-GFP differentiation, flow cytometry; calls only at 10 µM; 360,000 tested, 1% active; AID 624256;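 active = normalized GFP-positive differentiation at or above the plate's own cutoff, the solvent-only control mean plus 3 SD; inconclusive = no clear call, values can overlap the other calls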;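 also: cells exposed to compound for four days before flow analysis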
MT stabilizer – stabilizes microtubules in HeLa cells | % tubulin-high responders, % at 10 µM | AID 2205 | HeLa tubulin immunostaining HCS, 24 h; share of cells brighter than vehicle mean+2SD | 200,000 tested, 0.83% active;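 active = plate Z-score above 3 for both tubulin-high and condensed-nucleus cell shares, with cell loss under 80%, at 10 µM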;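 also: anti alpha tubulin signal scored within the nucleus-defined area of each cell; some results filed as inactive read as strong as hits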
West Nile virus CPE – inhibition of WNV-induced cytopathic effect – cell-based, CPE readout (AID 1621); 290,000 tested, 0.02% active; CPE inhibition, % at 10 µM; hits with a dose series show IC50 in µM; West Nile virus-infected cells, CPE inhibition; higher % means a stronger effect; in the data active = a potency from the dose series; inconclusive = CPE inhibition mostly from about 3.7% at the one dose, without a potency; inactive = the rest, 99 in 100 with CPE inhibition below about 2.2%; also: strong numbers were not always called active
WT yeast gro inh – growth inhibition of WT yeast, mitochondrial fusion screen; 190,000 tested, 2.1% active; inhibition, % at 10 µM; mitochondrial fusion phenotypic screen, WT strain; in the data active = inhibition above about 58%; tested in S. cerevisiae
Autophagy mod – autophagy modulation, high-content screen. MEF GFP-LC3 puncta imaging; test concentration mostly 10 µM. calls only at 10 µM (by protocol). 190,000 tested, 0.98% active;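 active = percentage of spot-positive cells more than 3 SD above its plate mean, without a fluorescence outlier flag or 80% toxicity; inconclusive = no clear call, values can overlap the other calls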;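 also: spot-positive cell cutoff set from DMSO-treated cells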
T cell HTS – modulates CD8 T cell binding to vesicles. 2C CD8+ T cell-vesicle binding, flow cytometry; active compounds read low. calls only at 7 µM. 330,000 tested, 0.068% active. AID 2052;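 active = response, share of CD8 T cells binding vesicles, and their 90th percentile fluorescence all below set limits, cut at about 80% in these data, passing the limit was not always enough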
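Benchmarks: naked versus QL9-loaded vesicles / Assay system: purified 2C TCR transgenic mouse naive CD8+ T cells / Technique: high-throughput flow cytometry with anti-B7-1 and anti-CD8 staining / Timing: Cell–vesicle co-incubation 1.5 h at 37 °C, staining 20 min on ice / Read-out: percent CD8+ FL2 mean versus row control / Probe or stimulus: QL9-loaded Drosophila micro-vesicles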
Ins promoter up – MIN6 insulin promoter up-regulation. MIN6 insulin promoter-GFP reporter, high-content imaging; active compounds read high. z-score at 5 µM. 190,000 tested, 0.3% active. AID 1625;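 active = z-score above 3 at 5 µM with at least 500 cells counted in the well; inconclusive = wells under 500 cells, flagged as cytotoxic or low count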
b-catenin transl – alters nuclear translocation of beta-catenin in HeLa cells | immunofluorescence imaging | nuclear translocation activity, % at 5 µM | 190,000 tested, 0.3% active;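 active = nuclear translocation activity above 50% at 5 µM, with a well cell count of 50 or more; inconclusive = wells under 50 cells across six images, flagged as toxic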;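 also: per-cell ratio of nuclear to cytoplasmic median beta-catenin stain intensity; plate controls were DMSO negative control for no effect and GSK-3 inhibitor IX positive control for full effect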
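Test system: human HeLa cell line; Doses: 5 µM primary, 0.02–20 µM confirmation; Incubation: 24 h compound exposure, 37°C; Detection: beta-catenin immunofluorescence imaging with DAPI; Read-out: beta-catenin nuclear/cytoplasmic ratio, % activation.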
WT yeast gro inh mutant strain – also measured in WT yeast gro inh; calls as there; inhibition, %; mitochondrial fusion phenotypic screen, mutant strain inhibition
Ins promoter up cell count – second read-out of Ins promoter up, no call of its own (marks repeat the call); cell count; measured here: cytotoxicity, nuclei count;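 total cells summed across four imaged fields per well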
Hep lipid drop cells 6.5 µM – further read-out of Hep lipid drop, marked with its call; cell count; measured here: cell count, cytotoxicity flag;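 cells counted across two imaged fields per well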
b-catenin transl cell count 5 µM – also measured in b-catenin transl; calls as there; cell count; measured here: cell count, cytotoxicity flag
T cell HTS vesicle-bound % – further read-out of T cell HTS, marked with its call; double positive events, %; measured here: CD8+ vesicle-bound cell fraction;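 binding gate set so that unloaded-vesicle control wells show 10% double positive cells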
MT stabilizer Hoechst-high % – second read-out of MT stabilizer, no call of its own (marks repeat the call); % Hoechst-high responders; measured here: nuclear condensation Hoechst responders;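 share of cells brighter than vehicle mean plus two SD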
MT stabilizer cytotoxicity % – second read-out of MT stabilizer, no call of its own (marks repeat the call); toxicity, %; measured here: cytotoxicity by cell density;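 0% = mean cell density of plate MIN control wells and 100% = no cells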
Autophagy mod cell loss 18 h – further read-out of Autophagy mod, marked with its call; toxicity, %; measured here: cell loss, nuclei count;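 cell loss after 18 h compound exposure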
Myeloid diff MLP GFP+ MAC1+ % – also measured in Myeloid diff MLP; calls as there; GFP+ MAC1+ double positive, %; measured here: differentiation confirmed by MAC1 staining
* = called active by the depositor; i = inactive; u = inconclusive; x = not tested or not shown; + = active, no number.

SMILES	Hep lipid drop	Hep lipid drop cells 6.5 µM	Myeloid diff MLP	Myeloid diff MLP GFP+ MAC1+ %	MT stabilizer	MT stabilizer Hoechst-high %	MT stabilizer cytotoxicity %	West Nile virus CPE	WT yeast gro inh	WT yeast gro inh mutant strain	Autophagy mod	Autophagy mod cell loss 18 h	T cell HTS	T cell HTS vesicle-bound %	Ins promoter up	Ins promoter up cell count	b-catenin transl	b-catenin transl cell count 5 µM
CCn1c(CNC(=O)c2ccccc2F)nnc1SCC(=O)NC1CCCCC1	-27	747	i	0.3	2.6	1.1	3.4	-0.8%	-23	-19	i	19	i	50	0.59	1466	0.3	968
N=c1c2c(-c3ccccc3)c(-c3ccccc3)n(Cc3ccccc3)c2ncn1CCO	x	x	i	0.4	2.7	1.1	3.6	-0.4%	2	-7	+	-4.6*	i	24	0.26	1356	-1.4	1279
O=C1CSC2=NCN(c3ccccc3)CN12	14	631	i	0.9	2.3	1.6	0.3	-0.3%	-11	8	i	-2	i	25	x	x	0.4	1063
O=C(CSc1nc2ccccc2[nH]1)NC(=O)NCc1ccco1	1	624	i	4.7	1.5	1.4	4.6	0.2%	-2	-6	i	22	i	20	0.73	1890	3.2	1150
NC(N)=NN=C1c2ccccc2-c2ccccc21	3	845	+	9.7*	x	x	x	0.5%	x	x	x	x	i	36	x	x	x	x
N#CC1=C(N)C(C#N)(C#N)[C@H](c2ccncc2)[C@H]2CC3(CC=C12)OCCO3	x	x	i	7.5	1.1	2.4	13	0.1%	17	9	i	-6	i	52	-0.64	1399	3.1	1149
NC(=O)COC(=O)c1ccc2c(c1)S(=O)(=O)N=C1CCCCCN12	0	661	i	1.0	2.5	2.3	1.1	0.4%	-3	-17	i	15	i	44	0.14	1373	-4.1	577
Cc1ccc(-c2nnn(CC(=O)N(c3ccccc3F)C(C(=O)NC3CCCC3)c3ccncc3)n2)o1 (stereo unspecified)	-3	784	i	3.6	x	x	x	-0.7%	x	x	x	x	i	47	x	x	x	x
Cn1c(=O)c(=O)n(C)c2cc(S(=O)(=O)CCC(=O)Nc3ccc(C(F)(F)F)cc3)ccc21	-4	689	u	x	x	x	x	0.3%	x	x	x	x	i	49	x	x	x	x
CCOC(=O)CCP(=O)(O)C(O)(c1ccccc1)c1ccccc1	-4	755	i	6.3	1.5	1.6	9.0	0.3%	-7	-13	i	-2	i	35	0	827	x	x
Cc1ccc(C)c(NC(=O)COC(=O)c2cccc3c2C(=O)c2ccccc2C3=O)c1	-34	655	i	0.2	1.5	1.6	6.5	0.4%	23	13	i	16	i	32	-0.69	1199	3.0	1070
Cc1c(C(=O)Nc2cccc3cccnc23)oc2ccccc12	x	x	i	0.7	4.3	2.7	5.6	-0.2%	-5	-3	i	-1	i	29	0.51	1617	-1.4	982
COc1cccc(OC)c1OCC(C)CNCC1CCCO1 (stereo unspecified)	1	766	i	2.2	2.3	1.7	13	-0.5%	-20	-24	i	-7	i	11	0.52	896	-2.3	1146
CCOc1ccc(N2C(=O)S/C(=C\c3cc(OC)c(OC)c(OC)c3)C2=O)cc1	26	718	i	1.2	x	x	x	1.0%	x	x	x	x	i	21	-0.4	1139	-1.2	1339
Cc1cc2[nH]c(=O)c(=O)[nH]c2cc1S(=O)(=O)N1CCN(c2ccccc2)CC1	0	840	i	3.4	x	x	x	0.9%	x	x	x	x	i	4	x	x	x	x
CC(C)OCCCNc1ncc2c(n1)CC(c1ccccc1)CC2=O (stereo unspecified)	0	730	i	0.1	14	22	30	-0.9%	1	3	i	9	i	62	-0.84	1177	-0.4	1109
COc1ccc(S(=O)(=O)NNC(=O)Nc2ccc(C)cc2C)c(OC)c1	-2	786	i	0.6	x	x	x	-0.2%	x	x	x	x	i	6	x	x	x	x
O=C(CNC(=O)C1CCCCC1)Nc1ccccc1Cl	12	741	i	0.9	4.7	1.2	4.3	0.1%	16	2	i	11	i	42	-0.05	1373	-1.2	1004
CCN(CC)c1cc(Oc2ccccc2)ncn1	-1	744	i	0.9	5.8	1.6	3.6	1.3%	7	7	i	-8	i	51	0.18	1352	0.6	1001
O=C1CC(Nc2ccc(N3CCOCC3)cc2)C(=O)N1c1cccc(C(F)(F)F)c1 (stereo unspecified)	10	708	i	2.1	3.9	3.5	7.0	0.1%	7	0	i	5	i	36	-0.2	1428	1.1	915
COC(=O)C(NC(=O)CCc1nnc2ccc(N3CCCCC3)nn12)C(C)C (stereo unspecified)	4	820	i	0.3	x	x	x	-0.8%	x	x	x	x	i	58	x	x	x	x
O=C(NCc1ccncc1)C(=O)NCC1OCCCN1S(=O)(=O)c1ccc(F)cc1 (stereo unspecified)	-3	661	i	1.3	x	x	x	0.0%	x	x	x	x	i	22	x	x	x	x
CC1CCN(c2ccc(S(=O)(=O)NC3=NCCCCC3)cc2[N+](=O)[O-])CC1	24	669	i	0.6	11	2.1	6.7	-1.5%	6	15	i	5	i	31	-0.17	1071	0.1	1054
COc1ccc(/C=C2\CCCC3C2=NN(C(=O)CSc2n[nH]c(N)n2)C3c2ccc(OC)cc2)cc1 (stereo unspecified)	-4	672	i	0.6	3.8	2.3	5.3	0.5%	-7	-4	i	0	i	0	x	x	0.1	1498
CCOC(=O)c1ccc(-n2c(=S)sc3c(=O)[nH]c(C)nc32)cc1	8	650	i	1.1	2.4	1.9	3.7	0.4%	-9	-23	i	3	i	34	0.47	1192	-0.7	1065
Cc1cccc(N2CCN(C(=O)C3CCCN(S(=O)(=O)c4cnc[nH]4)C3)CC2C)c1 (stereo unspecified)	-4	708	i	2.4	3.2	1.9	5.0	1.3%	1	-12	i	3	i	50	x	x	-1.2	1263
C/C(=C/Cc1c(O)cc2oc(C)cc(=O)c2c1O)COC1OC(CO)C(O)C(O)C1O (stereo unspecified)	-11	734	i	0.5	3.2	3.3	4.4	-0.4%	-2	-10	i	10	i	4	0.46	1210	x	x
Cc1cc2c(c(=O)o1)C(C1C=CCCC1)C(C#N)=C(N)O2 (stereo unspecified)	17	844	i	0.7	1.3	1.7	7.4	1.7%	-17	6	i	-8	i	17	1	741	-0.1	1050
Cc1nn(C2CCS(=O)(=O)C2)c(Cl)c1/C=C/C(=O)OCC(=O)N(C)C (stereo unspecified)	1	723	i	1.7	2.8	0.9	0.5	0.3%	-6	8	i	-37	i	28	x	x	-0.6	1026
N#C/C(=C/c1ccc(N2CCCCCC2)o1)c1ccc(Cl)cc1	x	x	u	x	3.3	1.8	4.9	u	23	18	u	x	i	60	x	x	x	x

Continued, overlapping the part above by three compounds.
SMILES	Hep lipid drop	Hep lipid drop cells 6.5 µM	Myeloid diff MLP	Myeloid diff MLP GFP+ MAC1+ %	MT stabilizer	MT stabilizer Hoechst-high %	MT stabilizer cytotoxicity %	West Nile virus CPE	WT yeast gro inh	WT yeast gro inh mutant strain	Autophagy mod	Autophagy mod cell loss 18 h	T cell HTS	T cell HTS vesicle-bound %	Ins promoter up	Ins promoter up cell count	b-catenin transl	b-catenin transl cell count 5 µM
Cc1cc2c(c(=O)o1)C(C1C=CCCC1)C(C#N)=C(N)O2 (stereo unspecified)	17	844	i	0.7	1.3	1.7	7.4	1.7%	-17	6	i	-8	i	17	1	741	-0.1	1050
Cc1nn(C2CCS(=O)(=O)C2)c(Cl)c1/C=C/C(=O)OCC(=O)N(C)C (stereo unspecified)	1	723	i	1.7	2.8	0.9	0.5	0.3%	-6	8	i	-37	i	28	x	x	-0.6	1026
N#C/C(=C/c1ccc(N2CCCCCC2)o1)c1ccc(Cl)cc1	x	x	u	x	3.3	1.8	4.9	u	23	18	u	x	i	60	x	x	x	x
CCCc1cc(=O)[nH]c(SCC(=O)N2CCN(S(=O)(=O)c3ccc(Cl)cc3)CC2)n1	-3	670	i	0.5	1.5	4.0	8.2	0.0%	-23	11	i	5	i	48	0.09	1397	x	x
CCOC(=O)NCc1ccc(Cl)c(Cl)c1	2	711	i	1.2	3.1	1.7	3.7	0.5%	17	-6	i	-6	i	20	-1.1	1271	x	x
CCN(CC)S(=O)(=O)c1cccc(C(=O)N[C@H](C(=O)Nc2nc3ccccc3s2)C(C)C)c1	1	740	i	1.5	7.2	1.8	0.8	-0.8%	6	8	i	-14	i	51	0.53	1513	-1.8	1102
N#Cc1ccc(CSC2=NCCN2)cc1	8	671	i	1.3	5.4	1.6	8.1	-0.8%	-13	9	i	2	i	39	0.12	1209	0.4	1109
C=CCN(C(=O)CSC1=NC(=O)CN1C(C)=O)c1nc(C)c(-c2ccccc2)s1	-15	653	i	0.3	1.8	2.3	13	-0.1%	7	23	i	2	i	62	-1.1	1169	-0.2	1105
